NR3A LBD binder = binders of NR3A ligand-binding domain, primary screen, biophysical, differential scanning fluorimetry, uHTS. Tm shift relative to glycine control, % at 25 µM. AID 1259313, 2017. NR3A LBD differential scanning fluorimetry, Tm shift; 0% = protein alone, 100% = glycine-bound protein. 340,000 tested, 2.5% active;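 active = melting temperature shift of at least 10% of the positive control shift, at one fixed dose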
UPR CHOP act = activators of apoptotic CHOP UPR arm, primary screen, cell-based, CHO-CHOP luciferase reporter, luminescence, uHTS; activation, % at 10 µM; 330,000 tested, 0.34% active; UPR activation; percent of tunicamycin response over DMSO baseline; AID 449763, 2010;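 active = at 10 µM dose, activation of 40% or more, normalized to positive control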;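 note: 100% = tunicamycin at 10 µg/mL and 0% = DMSO alone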
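assay system = CHO CHOP reporter cells | amount = 500 CHO-CHOP cells per well | buffer or medium = F12 with 10% FBS | incubation = 16-18 h cell attachment, then 6 h compound exposure, 37 °C | detection = luminescence read with Steady-Glo | read-out = percent activation relative to tunicamycin control | controls = tunicamycin high control, DMSO low control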
APJ ag = agonists of human apelin receptor APJ, primary screen, CHO-K1 cells, PathHunter beta-arrestin, luminescence. 0% DMSO wells, 100% apelin. activation, % at 20 µM. 330,000 tested, 0.11% active. AID 2520, 2010;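 active = activation more than six SD over the plate average, tested at 20 µM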;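 note: 0% = DMSO alone and 100% = apelin-13 at 10 nM; some results filed as inactive read as strong as hits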
Target sequence (P35414 whole entry, looked up): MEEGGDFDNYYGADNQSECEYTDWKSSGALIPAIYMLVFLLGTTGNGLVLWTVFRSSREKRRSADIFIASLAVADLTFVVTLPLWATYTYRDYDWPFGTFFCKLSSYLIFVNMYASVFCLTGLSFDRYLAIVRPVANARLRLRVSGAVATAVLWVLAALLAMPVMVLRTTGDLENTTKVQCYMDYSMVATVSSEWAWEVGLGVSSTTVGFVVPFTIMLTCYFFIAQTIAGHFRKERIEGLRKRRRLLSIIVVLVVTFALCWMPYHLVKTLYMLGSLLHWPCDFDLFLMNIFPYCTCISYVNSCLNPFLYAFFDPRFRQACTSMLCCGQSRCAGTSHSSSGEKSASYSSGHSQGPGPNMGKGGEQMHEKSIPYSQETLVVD
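Test system: CHO-K1 APJ beta-arrestin complementation cell line | Compound: Single test compound dose, 20 µM final, 1% DMSO | Incubation: Compound 90 min 25 °C, reagent 1 h | Measured by: beta-gal luminescence | Read-out basis: APJ–arrestin association signal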
tim23-1 inh = growth inhibitors of tim23-1 mutant yeast, primary screen, luminescence, uHTS; S. cerevisiae tim23-1 growth, BacTiter-Glo luminescence, 24 h; inhibition, % at 20 µM; 330,000 tested, 1.3% active; AID 463212, 2010;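 active = growth inhibition of the mutant yeast at or above 50%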;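 note: temperature-sensitive mutant grown at 25 °C; plate controls were DMSO-treated mutant yeast for no effect and medium wells lacking yeast for full effect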
tim10-1 inh = growth inhibitors of tim10-1 mutant yeast, primary screen, luminescence, uHTS; S. cerevisiae tim10-1 ts strain growth, BacTiter-Glo, 24 h; 330,000 tested, 2.2% active; inhibition, % at 20 µM;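 active = inhibition of at least 40%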;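 note: mutant grown at 25 °C; 0% = DMSO wells with yeast and 100% = wells holding no yeast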
NLRP3 yeast inh = NALP3 inflammasome inhibitors in reconstituted yeast, primary screen, luminescence, uHTS; 330,000 tested, 0.39% active; AID 2825, 2010; Yeast reconstituted NLRP3/ASC/caspase-1, beta-gal luminescence, 24 h; inhibition, % at 10 µM;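 active = inhibition of 50% or more; inactive = inhibition below 50%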;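 note: plate controls were induced DMSO wells for no effect and uninduced yeast grown without galactose for full effect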
Mdm2-MdmX inh = inhibitors of human Mdm2-MdmX association, primary screen, cell-based, luminescence, split luciferase, SaOS-2, uHTS; AID 485346, 2010; Protein Mdm4 (Homo sapiens) + E3 ubiquitin-protein ligase Mdm2 (Homo sapiens), …; inhibition, % at 8 µM; 330,000 tested, 3% active; SaOS-2 split-luciferase Mdm2/MdmX complementation;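 active = inhibition of at least 50% at 8 µM in the primary screen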
UPR XBP1 act = activators of adaptive XBP1 UPR arm, primary screen, cell-based, CHO-XBP1 luciferase reporter, luminescence, uHTS; IRE1-XBP1 UPR activation; percent of tunicamycin response, DMSO as zero; activation, % at 20 µM; 330,000 tested, 0.33% active;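 active = versus positive control, 20 µM dose yields 30% or more activation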;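 note: 100% = tunicamycin at 10 µg/mL and 0% = DMSO only wells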
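Test system: CHO-XBP1 luciferase reporter cells | Buffer or medium: Serum-containing F12 medium, 10% FBS | Schedule: 6 h compound exposure at 37 °C, 5% CO2 | Detection: Steady-Glo luciferase glow luminescence, 10 min after reagent addition | Read-out basis: Activation, % of tunicamycin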
TIM10 inh = growth inhibitors of isogenic TIM10 control yeast, primary screen, counter-screen for tim10-1 yeast inhibitor project, luminescence, uHTS. AID 463195, 2010. inhibition, % at 10 µM. 330,000 tested, 1.4% active. S. cerevisiae TIM10 strain growth, BacTiter-Glo luminescence, 24 h;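 active = inhibition of 40% or more at the single tested concentration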;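 note: wild-type TIM10 isogenic control strain grown at permissive 25 °C; 0% = DMSO yeast wells and 100% = minimal medium wells without yeast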
Numbers without * were called inactive; / = not tested or not shown.

# | SMILES | NR3A LBD binder | UPR CHOP act | APJ ag | tim23-1 inh | tim10-1 inh | NLRP3 yeast inh | Mdm2-MdmX inh | UPR XBP1 act | TIM10 inh
1 | COc1cc(C(C#N)N2CCC(c3ccccc3)=N2)ccc1O (centres undefined) | -2 | 0.7 | 0 | 11 | 14 | -32 | 16 | 2 | 13
2 | COCCNCC(=O)N1c2ccccc2Sc2ccccc21 | 1 | 1.0 | -6 | 1 | 1 | 7 | 13 | -2 | -3
3 | Cc1ccccc1NC1=C(C(=O)c2ccccc2)N(C)S(=O)(=O)c2ccccc21 | -3 | -2.2 | -5 | -7 | 10 | 36 | -13 | -1 | 11
4 | O=C(CP(=O)(c1ccccc1)c1ccccc1)Nc1cccc(CP(=O)(c2ccccc2)c2ccccc2)c1 | -3 | 0.6 | 0 | 7 | -5 | 13 | 24 | -1 | -2
5 | O=C1c2cccnc2C(O)N1C1CCCCC1 (centres undefined) | -3 | -2.2 | 3 | 13 | 2 | 12 | 6 | -1 | 0
6 | CCN(C[C@H]1N[C@@](Cc2ccccc2)(C(=O)OC)[C@H]2C(=O)N(C)C(=O)[C@@H]12)C(=O)COc1ccccc1 | -1 | -1.3 | -3 | 6 | 1 | 9 | 7 | 1 | 13
7 | COc1cccc(N2C(=O)C3CCCN3C2c2ccc(N(C)C)cc2)c1 (centres undefined) | -2 | -0.7 | -3 | -16 | -16 | 19 | 14 | -1 | 5
8 | CCN(c1ccccc1)S(=O)(=O)c1c[nH]c2ccc([N+](=O)[O-])cc12 | 3 | -1.1 | 1 | 20 | 20 | 5 | 15 | -2 | -10
9 | O=C(Nc1ccccc1Cl)OCc1cncs1 | -8 | 1.1 | -4 | 15 | 7 | 16 | -22 | 5 | -12
10 | Cc1nnn(C23CC4CC(CC(C(=O)NN)(C4)C2)C3)n1 | -1 | -0.2 | -4 | 2 | 16 | 8 | -8 | -1 | 9
11 | O=C(/C=C/c1ccc(S(=O)(=O)N2CCOCC2)cc1)N1CCN(c2ccc(F)cc2)CC1 | 0 | 0.7 | -2 | 11 | 27 | -8 | 34 | 0 | 36
12 | CCc1nc(-n2[nH]c(=O)c3ccccc3c2=O)c2c3c(sc2n1)CCCC3 | -8 | 2.9 | -1 | -31 | 12 | -9 | 16 | 0 | -28
13 | O=C(Nc1ccccc1F)c1ccc2ncsc2c1 | 3 | 4.0 | 0 | -4 | 16 | 23 | -8 | -2 | 13
14 | Cc1ccc(NC(=O)CSc2nnc(NC(=O)CN3CCOCC3)s2)cc1 | 3 | 0.7 | -2 | -1 | 26 | -5 | 2 | 0 | -4
15 | O=C(O)c1cc2n(n1)CCN(Cc1ccccc1Cl)C2=O | 3 | 3.4 | 0 | -2 | -19 | 17 | 16 | 0 | -12
16 | O=C1N(Cc2cccc(Cl)c2)C[C@@H]2C[C@@H](c3cccn3-c3nccs3)N3CCC[C@@]123 | -2 | 3.1 | -2 | 11 | 20 | 3 | 0 | -5 | 2
17 | COc1ccc(/C=N/OCC(=O)NC(c2ccccc2)c2ccccc2)cc1OC | -3 | -1.2 | -1 | 5 | -9 | 20 | 29 | -1 | 23
18 | O=C(O)c1ccc2c(c1)C(=O)N(CCCCCCCN1C(=O)c3ccc(C(=O)O)cc3C1=O)C2=O | 2 | -0.1 | -2 | -8 | -16 | 12 | 10 | -5 | -8
19 | CC(OC(=O)CCc1nc2ccccc2c(=O)[nH]1)C(=O)NC1CCCC1 (centres undefined) | -3 | 0.6 | -4 | -2 | 6 | 6 | 2 | -2 | 14
20 | C#Cc1ccc([C@@H]2C=C(C(=O)N3CCN(Cc4ccccc4)CC3)O[C@H](OCC)[C@H]2CCCO)cc1 | -1 | -1.2 | 3 | 22 | 22 | 4 | 9 | -1 | 14
21 | COc1ccccc1NC(=O)c1cc2n(n1)C(C(F)(F)F)CC(c1ccc3c(c1)OCO3)N2 (centres undefined) | -1 | -4.0 | -3 | 5 | 6 | -2 | 45 | -6 | 20
22 | CCn1c(SCC(=O)c2ccc3c(c2)OCCO3)nnc1C(C)C | 5 | -0.5 | 4 | 16 | 13 | 8 | -26 | 0 | -2
23 | O=C(/C=C/c1ccccc1Cl)c1ccc[nH]1 | -19 | 3.4 | 2 | 37 | 6 | 26 | -67 | 4 | 33
24 | O=c1[nH]c2ccccc2n1C1CCCCC1 | 0 | 1.0 | -2 | 24 | 12 | 12 | 1 | 1 | 13
25 | CNc1nnc(SCC(=O)N2c3ccccc3NC(=O)CC2C)s1 (centres undefined) | 0 | 0.3 | -2 | -18 | -13 | 4 | 5 | -3 | 3
26 | Cc1ccsc1S(=O)(=O)N1CCC(CO)(CC2CCCCO2)CC1 (centres undefined) | -1 | 1.2 | -3 | 22 | 17 | 16 | -13 | 0 | 2
27 | COc1ccccc1/C=N/NC(=O)c1ccc(N(C)S(=O)(=O)c2ccccc2)cc1 | -1 | -1.0 | -1 | 12 | 1 | -4 | 13 | -2 | -10
28 | CC(C)c1nnc(NC(=O)C2CCN(c3cnccn3)CC2)s1 | 0 | 1.0 | -2 | 13 | 20 | 24 | 13 | 0 | 2
29 | COc1ccc(C(CNC(=O)c2cc3c(s2)CCCC3)N2CCOCC2)cc1 (centres undefined) | 53* | 2.2 | 8 | 19 | 10 | 13 | 1 | -2 | 14
30 | CCc1cc2ccc(OC)cc2nc1SCC(=O)NNC(C)=O | -2 | -1.2 | -4 | 6 | 11 | 6 | 17 | 1 | -9
31 | COCc1cc(C)n(CC(=O)Nc2ccccc2C(=O)OC)c(=O)c1C#N | -2 | -0.9 | -2 | 2 | 12 | 17 | 2 | -2 | -1
32 | O=S(=O)(Nc1ccon1)c1ccc(Br)cc1 | 1 | 1.1 | -1 | 0 | -12 | 7 | -10 | -4 | -2
33 | C=CCN1C(=O)C(CC(=O)O)SC1=Nc1ccc(C(=O)O)cc1 (centres undefined) | 1 | -0.6 | -1 | 6 | 11 | -6 | 5 | 3 | -17
34 | COC(=O)C1=C(C)N(CC2CCCO2)C(=O)C1 (centres undefined) | -1 | -1.8 | 0 | 0 | 4 | -3 | 8 | 1 | -2
35 | Cc1cccc(C)c1NC(=O)CNC(=O)CNC(=O)Cc1cccc2ccccc12 | 1 | -2.6 | -3 | -1 | 1 | 16 | 6 | 0 | 11
36 | Cc1cc(NCc2ccc(F)cc2)nc2cc(Cl)ccc12 | 3 | 1.3 | -5 | 11 | -35 | 23 | 10 | -2 | -3
37 | COc1ccc(N(CC(=O)NCc2ccco2)S(C)(=O)=O)c(OC)c1 | -1 | -1.4 | -2 | -2 | -4 | -3 | 18 | -5 | -16
38 | Cc1cccc(NC(=O)c2ccc(S(=O)(=O)NCc3cccnc3)cc2)c1C | 0 | -2.7 | 0 | 1 | -14 | 2 | 5 | -7 | 12
39 | COc1ccc2oc(=N)c(C(=O)Nc3cccc(C)c3C)cc2c1 | 0 | 3.7 | -2 | 17 | 12 | 13 | -32 | -1 | 4
40 | N#CCSc1nnc(-c2cnccn2)n1Cc1ccccc1 | 2 | -1.3 | -3 | 9 | 9 | 25 | -3 | 0 | 16
41 | COc1ccccc1/C=C/C(=O)OCC(=O)Nc1nnc(-c2ccccc2)o1 | -6 | 0.6 | 1 | 11 | -1 | -15 | -8 | 0 | 1
42 | Cc1ccc(S(=O)(=O)N2CCOCC2)cc1C(=O)OC1CCCCC1=O (centres undefined) | 0 | -1.5 | -3 | 32 | 16 | 9 | 5 | 0 | 29
43 | O=C(Nc1ccc(OCC(F)(F)C(F)F)c(C(F)(F)F)c1)c1ccccc1 | 27* | 2.1 | 1 | 12 | 26 | 14 | 14 | 3 | 28
44 | CC(=O)/C=C(\C)N=Nc1c(O)[nH]c2ccccc12 | 1 | 6.5 | -4 | 33 | 2 | 10 | 6 | -1 | -3
45 | CCOC(=O)C1CCN(c2ccc([N+](=O)[O-])cc2)CC1 | 1 | -0.8 | -2 | 9 | 22 | 26 | 1 | 3 | -16
46 | CC(C(=O)Nc1cc(C(F)(F)F)ccc1N1CCOCC1)N1C(=O)C2CC=CCC2C1=O (centres undefined) | 1 | -1.7 | -3 | 2 | 0 | 2 | 19 | -4 | -9
47 | COc1ccc(NS(=O)(=O)c2cccc(C(=O)N(C)Cc3ccc(SC)cc3)c2)cc1 | -1 | -1.0 | 5 | -4 | 6 | 22 | -7 | -3 | -9
48 | O=C(NC1CC1)C1=C[C@H](c2ccccc2)C[C@H](OCc2ccc(CO)cc2)O1 | 3 | 0.4 | 1 | 11 | -10 | 16 | 18 | -3 | 4

Profiles from above.
Shown for `COc1ccccc1/C=C/C(=O)OCC(=O)Nc1nnc(-c2ccccc2)o1` = NR3A LBD binder = -6; UPR CHOP act = 0.6; APJ ag = 1; tim23-1 inh = 11; tim10-1 inh = -1; NLRP3 yeast inh = -15; Mdm2-MdmX inh = -8; UPR XBP1 act = 0; TIM10 inh = 1
Shown for `CC(=O)/C=C(\C)N=Nc1c(O)[nH]c2ccccc12` = NR3A LBD binder = 1; UPR CHOP act = 6.5; APJ ag = -4; tim23-1 inh = 33; tim10-1 inh = 2; NLRP3 yeast inh = 10; Mdm2-MdmX inh = 6; UPR XBP1 act = -1; TIM10 inh = -3

Following part:
# | SMILES | NR3A LBD binder | UPR CHOP act | APJ ag | tim23-1 inh | tim10-1 inh | NLRP3 yeast inh | Mdm2-MdmX inh | UPR XBP1 act | TIM10 inh
49 | O=C(CCC(=O)N(CC(=O)NC1CCCCC1)c1ccc2c(c1)OCCO2)Nc1ccccn1 | / | -2.1 | 0 | -10 | 7 | 5 | 2 | -6 | 20
50 | COc1ccc(NC(=O)CSc2nncn2C)cc1OC | 1 | 0.0 | -2 | 14 | 14 | 28 | 5 | 2 | 2
51 | O=C(NNc1cc(N2CCOCC2)nc(N2CCOCC2)n1)C12CC3CC(CC(C3)C1)C2 | -1 | -0.6 | -1 | 16 | 18 | -3 | 24 | 1 | 10
52 | N#Cc1cc(Oc2ccc(Cl)cc2)c(N2CCOCC2)cc1C#N | 1 | 1.3 | -1 | 19 | 18 | 6 | 21 | 1 | 6
53 | CC(C)OCCCNC(=O)COc1ccc2oc3c(c2c1)CCCC3 | -1 | -1.2 | 4 | 27 | 30 | 30 | -5 | -6 | 12
54 | O=C(c1cc(-c2ccccc2O)on1)N1CCCC1 | -2 | 5.9 | -3 | 2 | -4 | 20 | -85 | 2 | -1
55 | N/C(=N\OC(=O)Oc1ccccc1)c1ccc(Cl)cc1 | 6 | 0.5 | 5 | 2 | 9 | 5 | 9 | -1 | 4
56 | COc1ccc(C2OCC3(CO2)SC(=O)NC3=O)cc1OC (centres undefined) | -1 | 1.0 | -3 | -9 | -19 | 16 | 24 | -2 | -7
